Screening data as filed in PubChem BioAssay.
LRH-1 inv ag – inverse agonists of human LRH-1 (NR5A2); inhibition, % at 3.6 µM; 0.13% of 360,000 active; AID 602396; HEK293T StAR-luciferase reporter, LRH-1 transfected, 24 h;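 active = inhibition above the mean inhibition of all tested compounds plus 3 SD, cut at about 73% in these data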;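 also: 0% = DMSO wells and 100% = reporter-only cells lacking LRH-1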
Target sequence (O00482 whole entry, looked up): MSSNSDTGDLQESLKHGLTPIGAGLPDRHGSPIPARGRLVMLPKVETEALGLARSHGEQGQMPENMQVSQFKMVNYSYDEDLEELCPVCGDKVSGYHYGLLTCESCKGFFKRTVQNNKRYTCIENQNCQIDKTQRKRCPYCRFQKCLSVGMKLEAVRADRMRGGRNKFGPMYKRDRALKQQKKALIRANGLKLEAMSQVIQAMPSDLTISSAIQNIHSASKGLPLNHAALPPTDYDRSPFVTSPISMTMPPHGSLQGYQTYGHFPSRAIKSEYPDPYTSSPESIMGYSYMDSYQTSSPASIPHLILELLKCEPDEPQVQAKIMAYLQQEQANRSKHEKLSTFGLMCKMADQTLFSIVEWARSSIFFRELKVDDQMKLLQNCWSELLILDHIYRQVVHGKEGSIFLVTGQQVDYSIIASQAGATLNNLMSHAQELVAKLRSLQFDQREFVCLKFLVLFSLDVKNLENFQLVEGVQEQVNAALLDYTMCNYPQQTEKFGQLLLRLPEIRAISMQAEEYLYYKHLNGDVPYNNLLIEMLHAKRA
TWEAK Fn14 block – blocks TWEAK-Fn14 interaction in a reporter cell assay; TWEAK-stimulated Fn14 reporter cells, luciferase luminescence, 8 h; 2% of 360,000 active; AID 1159606; inhibition, % at 10 µM; in the data active = inhibition above about 50%
SRC3 inh – inhibits human SRC3 coactivator; Q9Y6Q9; HEK293 GAL4-SRC3 luciferase reporter, luminescence; inhibition, % at 3.6 µM; 0.17% of 360,000 active; AID 588352;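 active = inhibition above a per-campaign cutoff, the mean of all compounds plus 3 SD, cut at about 60% in these data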;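 also: 0% = DMSO-treated cells and 100% = gossypol-treated cells at 36 µM; higher means less SRC3-driven luciferase light from the GAL4 reporter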
NR2F2 inh – inhibitors of human COUP-TFII (NR2F2); P24468; HEK293T NGFI-A luciferase reporter, luminescence; inhibition, % at 8.6 µM; 0.7% of 370,000 active; AID 686940;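 active = inhibition above a per-plate cutoff, mean inhibition of test wells between control levels plus 3 SD, cut at about 38% in these data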;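 also: cells cotransfected with COUP-TFII expression vector driving the NGFI-A reporter; 0% = median of COUP-TF2 test wells and 100% = reporter-only cells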
SRC2 inh – human SRC2 (NCOA2) inhibition. 0.17% of 370,000 active. Q15596. AID 651957. inhibition, % at 9 µM. HEK293 GAL4-SRC2 luciferase reporter, luminescence;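 active = inhibition above the mean inhibition of all tested compounds plus 3 SD, set per campaign, cut at about 52% in these data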;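 also: 0% = DMSO treated cells and 100% = cells given Gossypol at 36 µM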
TRAIL sens C8 – caspase-8 TRAIL sensitization. AID 624354. inhibition (viability loss, TRAIL sensitization), % at 10 µM. NB7+C8 cells + TRAIL, ATPlite viability luminescence. 1% of 360,000 active;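 active = compounds causing at least 50% loss of cell viability in the single-dose screen, relative to plate controls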
TROY NFkB inh – blocks TROY-dependent signaling in reporter cells | inhibition, % at 10 µM | AID 1347056 | Q293 LMP1-TROYcd NF-kB luciferase reporter, 4 h | 0.98% of 360,000 active;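 active = compounds whose plate-normalised and pattern-corrected inhibition of the luciferase reporter signal at the single screening dose is 50% or more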
NOD2-RIPK2 inh – NOD2-RIPK2 protein interaction inhibition | O43353 | CHO BLA complementation NOD2-RIPK2, CCF4 ratio | inhibition, % at 4.98 µM | 0.38% of 360,000 active | AID 624267; in the data active = inhibition above about 21%;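 also: 0% = vehicle only and 100% = reference blocker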
TLR9-MyD88 inh – blocks human TLR9 binding to MyD88 | Q9NR96+Q99836 | CHO BLA complementation TLR9-MyD88, CCF4 FRET ratio | inhibition, % at 4.98 µM | 0.21% of 340,000 active | AID 504734;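 active = inhibition above the mean over all tested compounds plus 3 SD, cut at about 21% in these data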;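 also: 0% = DMSO only wells and 100% = clavulanate BLA inhibitor control wells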
EBV LMP1 NFkB – reduces LMP1-driven NF-kappaB luciferase signal; 0.69% of 350,000 active; LMP1-induced NF-kappaB luciferase reporter cells, luminescence; inhibition, % at 12.5 µM; AID 504558; in the data active = inhibition above about 41%;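 also: 0% = neutral control wells and 100% = reference inhibitor control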
SRC1 inh – inhibits human SRC1 coactivator; 0.12% of 360,000 active; Q15788; HEK293 GAL4-SRC1 luciferase reporter, luminescence; AID 588354; inhibition, % at 3.6 µM;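 active = inhibition above the campaign mean plus 3 SD, with each screening campaign given its own cutoff, cut at about 60% in these data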;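 also: 0% = DMSO treated cells and 100% = gossypol at 36 µM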
Numbers without * were called inactive; · = no result given.

SMILES | LRH-1 inv ag | TWEAK Fn14 block | SRC3 inh | NR2F2 inh | SRC2 inh | TRAIL sens C8 | TROY NFkB inh | NOD2-RIPK2 inh | TLR9-MyD88 inh | EBV LMP1 NFkB | SRC1 inh
CCCCN1CC(=O)N2Cc3[nH]c4ccccc4c3C[C@H]2C1=O | 5 | -7 | 15 | 3 | 11 | 6 | -14 | -9 | 10 | 8 | 14
COc1cccc(/C=C/C(=O)OCC(=O)Nc2cccc(S(=O)(=O)N(C)C)c2)c1 | 5 | -8 | 4 | -9 | -3 | -5 | -12 | -3 | -2 | -5 | -2
O=C(NCc1cccnc1)/C(=C/c1ccc(-c2ccc(Cl)cc2)o1)S(=O)(=O)c1ccccc1 | 56 | 100* | 68* | 49* | 66* | -27 | 76* | 41* | 8 | -52 | 52
Nc1nnc(CC(=O)N/N=C\c2ccc(-c3cccc(Cl)c3)o2)s1 | -4 | -8 | 15 | 14 | -4 | -6 | 12 | -7 | -7 | 5 | 18
S=c1[nH]ccc2ccccc12 | 10 | 1 | -8 | 5 | -5 | -24 | -12 | -9 | -4 | 6 | -19
O=C(CSc1nncn1-c1cccnc1)Nc1ccccc1[N+](=O)[O-] | 7 | 14 | -35 | 7 | -11 | -16 | -5 | 8 | 3 | 0 | -34
COc1ccc(OCCOC(=O)CNC(=O)c2ccc(Cl)cc2Cl)cc1 | -14 | 7 | -5 | -12 | -8 | -6 | -1 | 5 | 1 | -8 | -10
CN(C)S(=O)(=O)c1ccc(-c2ccccc2)cc1 | -13 | 1 | 6 | 1 | -15 | -2 | -44 | -3 | 5 | -15 | -23
O=C(CCc1c[nH]c2ccccc12)NCC(=O)Nc1ccc(F)c(F)c1F | 0 | 11 | 20 | 8 | -12 | -13 | 9 | -7 | 0 | -6 | 13
CCc1c(C(=O)Nc2ccc(S(=O)(=O)N3CCOCC3)cc2)csc1C | -8 | -29 | -32 | 4 | 7 | -2 | -12 | -3 | 0 | -4 | -43
CCc1ccc2[nH]c(=O)c(Cc3ccccc3)c(O)c2c1 | 10 | 8 | 7 | 1 | -39 | -8 | 14 | 4 | 0 | -12 | -8
Clc1ccccc1-c1nnc2sc(-c3ccccn3)nn12 | 15 | 0 | 4 | -2 | -1 | -4 | 12 | -3 | 5 | 9 | -7
COCCCn1c(=N)c(C(N)=S)cc2c(=O)n3cccc(C)c3nc21 | 12 | -15 | 10 | 14 | 13 | 9 | -1 | 5 | 0 | -15 | 0
CSc1nc2nc3c(cc2c(=O)n1-c1ccccc1C)CCCC3 | 35 | 21 | 26 | 42* | 23 | 3 | 27 | -2 | -7 | 15 | 13
Cc1cc(OCC(=O)Nc2ccc(OCc3ccccc3)cc2)nc(C(C)C)n1 | 42 | 15 | 8 | 0 | 1 | 0 | 9 | 0 | 7 | 10 | 8
CC(=O)Nc1ccc(-c2ccnc3c2CC(C)(C(=O)Nc2ccc(Cl)cc2)O3)cc1 (configuration not stated) | 20 | -41 | -12 | 6 | -2 | -8 | 3 | 21* | · | · | 4
COc1ccc(NC(=O)CN2CCN(C(C)=O)CC2)cc1S(=O)(=O)N1CCOCC1 | 9 | 5 | 16 | 7 | -16 | -2 | -1 | 3 | 7 | -6 | 4
CN(Cc1cnccn1)C(=O)C1CCC(=O)N(CCc2ccc(Cl)cc2)C1 (configuration not stated) | 10 | 10 | -5 | -3 | -6 | 5 | 4 | -6 | -2 | 1 | -21
CCc1noc(C)c1C(=O)NNC(=O)c1nn(C)c(=O)c2ccccc12 | 0 | -26 | 0 | 5 | 6 | -3 | 8 | -2 | -4 | -12 | 5
CC(=O)Nc1nc2n(n1)C(c1ccc(F)cc1)C=C(c1ccccc1)N2 (configuration not stated) | 4 | -10 | -3 | -5 | -50 | -6 | 2 | 41* | 41* | 5 | -11
COc1ccc(-c2cc(C(=O)N3CC4(C)CC3CC(C)(C)C4)no2)cc1 (configuration not stated) | -12 | -10 | 6 | 14 | -40 | 1 | 10 | -5 | 2 | -20 | -11
NS(=O)(=O)c1ccc(NC(=O)COC(=O)Cn2cnc3ccccc3c2=O)cc1 | 2 | 9 | -3 | 12 | 17 | 21 | -17 | -14 | -10 | -3 | 4
Cc1cc(C)cc(NC(=O)CSc2nc3c(c(=O)[nH]2)CN(Cc2ccc(F)cc2)CC3)c1 | -6 | 10 | 18 | 22 | -28 | -4 | 20 | -12 | -12 | 2 | -8
Cc1ccc(NC(=O)c2cnc3ccccc3n2)cc1C | -100 | 7 | -88 | -38 | -48 | -28 | -27 | -6 | 0 | -13 | -150
CC(C)C(=O)Nc1ccc(N2CCOCC2)c(S(=O)(=O)Nc2ccccc2Cl)c1 | 10 | -2 | 2 | 4 | 2 | -3 | -9 | -12 | 2 | 9 | 17
SMILES | LRH-1 inv ag | TWEAK Fn14 block | SRC3 inh | NR2F2 inh | SRC2 inh | TRAIL sens C8 | TROY NFkB inh | NOD2-RIPK2 inh | TLR9-MyD88 inh | EBV LMP1 NFkB | SRC1 inh
COc1ccc(OC)c(/C=C/c2ccc3cccc(O)c3n2)c1 | 1 | -9 | -3 | 2 | -26 | 8 | -11 | 10 | 4 | 18 | -5
O=c1c2ccccc2ccc2ccc(P(=O)(O)O)cc12 | 3 | 4 | -4 | 4 | 13 | 17 | 11 | -3 | -15 | -4 | -3
Cc1cccc(/C=N/NC(=O)c2ccc(NC(=O)c3ccc(Cl)cc3)cc2)n1 | 10 | -8 | -6 | 10 | 5 | 30 | -11 | -1 | 9 | 0 | 2
COc1ccc(CCn2nnnc2C(CC(C)C)N2CCN(c3ncccn3)CC2)cc1OC (configuration not stated) | 12 | 2 | 1 | 18 | -3 | 12 | -7 | 3 | -10 | 0 | -30
COCCNC(=O)Cn1cnc2c1c(=O)n(C)c(=O)n2C | 5 | -1 | -3 | 7 | 15 | 2 | 2 | -1 | 7 | 1 | -14
Cc1ccc2c(c1)[C@H]1[C@H](CO2)[C@H](c2ccccc2)[C@]2(C)C(=O)Nc3cc(F)c(F)cc3C(=O)N12 | -15 | 20 | -4 | 9 | 27 | 21 | 7 | -9 | -10 | 19 | 9
OC(c1ccc(F)cc1)c1nc(-c2csc3ccccc23)cs1 (configuration not stated) | 1 | -14 | -13 | 2 | 13 | 2 | -46 | 4 | · | · | 0
CCN(CC)CCCC1(CN)OCCc2ccccc21 (configuration not stated) | -2 | 13 | -1 | 4 | 12 | 1 | -9 | 2 | -3 | 16 | -3
N#C/C(=C\c1ccncc1)c1ccccn1 | 10 | 9 | -2 | -13 | 12 | -9 | -9 | 8 | -8 | 14 | 23
Cc1ccc(NC(=O)COC(=O)CCc2c[nH]c3ccccc23)c(C)c1 | 8 | 1 | -6 | -17 | 17 | 1 | -5 | 1 | -4 | -4 | -10
Cc1ccc(NC(=O)c2cc(S(=O)(=O)N3CCCCC3)ccc2N2CCOCC2)cc1S(=O)(=O)N(C)C | -9 | -16 | -1 | 17 | 21 | 2 | 11 | -12 | 7 | -1 | 2
CCOCCn1c(CN2CCC(Cc3ccccc3)CC2)nc2c1c(=O)n(C)c(=O)n2C | 23 | -14 | 6 | 4 | 2 | -2 | 3 | -11 | 9 | -3 | 4
COc1ccc(C(=O)CCC(=O)N2CCN(c3cccc(Cl)c3)CC2)cc1 | -4 | 15 | 11 | 3 | 18 | -12 | 24 | 4 | -4 | 6 | 3
COC(=O)Cn1c(=NC(=O)CCS(=O)(=O)c2ccccc2)sc2c(OC)ccc(OC)c21 | 14 | -1 | -1 | 12 | 6 | 5 | 13 | -5 | -7 | 3 | -6
COc1ccc2c(O)c(-c3c(C)cc(C)cc3C)c(=O)[nH]c2c1 | 4 | -2 | 34 | -13 | 2 | -7 | 1 | 3 | -5 | 4 | -1
CCC(C)N(CCNC(=O)c1ccc(NC2=NC3CS(=O)(=O)CC3S2)cc1)Cc1ccco1 (configuration not stated) | 0 | -25 | 17 | 12 | 5 | 4 | -5 | 15 | -7 | -3 | 14
O=S(=O)(/N=C(/Nc1ccc(Cl)c(S(=O)(=O)N2CCOCC2)c1)c1ccc(F)cc1)c1ccccc1 | 18 | 9 | 9 | 4 | -6 | 9 | 9 | 3 | 0 | 17 | -7
CC(=O)c1sc(NC(=O)c2ccco2)nc1-c1ccccc1 | -52 | -14 | -84 | · | · | 27 | -53 | -1 | 10 | -16 | -44
CCCCN(c1ccc(C(=O)OC)cc1)S(=O)(=O)c1ccccc1 | 2 | -17 | 24 | 6 | 2 | 2 | 6 | -6 | -3 | -10 | 4
CC(C)[C@H](NS(=O)(=O)c1cccc(C(F)(F)F)c1)C(=O)OCC(N)=O | 14 | -2 | 10 | -8 | 6 | 0 | 1 | 1 | -7 | -1 | -27
Cc1ccc(CNC(=O)CCC(=O)Nc2nnc(C(C)C)s2)cc1 | -8 | 16 | 2 | -14 | -29 | 1 | 5 | -12 | -3 | 2 | -14

Only part of the results is shown; the hit share may differ from the screen's.
